High-throughput results (PubChem)
MsrA inh: inhibitors of bovine MsrA; AID 651718; actives 0.75% (n = 360,000); inhibition, % at 15.5 µM; purified bovine MsrA, absorbance read-out; in the data active means inhibition above about 4.5%;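 further: 0% = vehicle wells with enzyme and 100% = reference inhibitor wells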
Neddyl block: inhibitors of human cullin neddylation; TR-FRET cullin neddylation, biochemical; actives 0.58% (n = 360,000); P61081+Q13564; calls only at 25 µM; in the data active means inhibition above about 36%
CendR NRP1 mod: modulators of CendR peptide binding to human neuropilin-1; FAM-RPARPAR peptide binding to NRP-1, fluorescence polarization; O14786; inhibition, % at 25 µM; actives 0.85% (n = 360,000); AID 602438;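 active means inhibition or corrected inhibition above about 18%, plus a signal ratio from 0.5 to 1.5, limit read from the data, passing the limit was not always enough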; further: strong numbers were not always called active
Rin1 Abl inh: human Rin1-Abl interaction inhibition; actives 0.4% (n = 360,000); inhibition, % at 7.35 µM; TR-FRET Rin1/Abl binding, biochemical; in the data active means inhibition above about 5%, passing the limit was not always enough
MT1-MMP act inh: MT1-MMP (human) activation inhibition; P50281; GFP/RFP ratio change, % at 20 µM; HT1080 RFP-PRO-GFP cells, GFP/RFP ratio fluorescence, overnight; percent of plate control window, DMSO zero; actives 0.061% (n = 360,000); AID 651647;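 active means GFP/RFP ratio change of at least 30% with cell ATP level not reduced by more than half and red fluorescence within 50% of control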; further: strong numbers were not always called active
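Test system: HT1080 cells expressing an RFP-PRO-GFP fluorescent reporter construct / Compound dosing: single-point 20 µM compound, 1% DMSO / Schedule: cells overnight before dosing, compound overnight, 37 °C, 5% CO2 / Evaluation: GFP/RFP fluorescence ratio / Control set: DMSO and RFP-L50D-GFP cell wells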
SKN-1 inh: C. elegans SKN-1 inhibition | C. elegans VP596 Pgst-4::GFP/RFP ratio, acrylamide-induced, 24 h | actives 0.49% (n = 360,000) | inhibition, % at 21.8 µM | AID 624304;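 active means interference check ratio from 0.5 to 1.5 plus GFP to RFP signal ratio inhibition reaching or exceeding a fixed threshold, cut at about 30% in these data, passing the limit was not always enough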; further: some compounds called inactive have numbers as strong as hits
MsrA act: bovine methionine sulfoxide reductase A activation; purified bovine MsrA, absorbance read-out; activation, % at 10.6 µM; actives 0.3% (n = 360,000); AID 602163; in the data active means activation above about 7.5%;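 further: 0% = vehicle and 100% = reference activator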
E coli Lon inh: inhibitors of E. coli Lon protease | P0A9M0 | purified E. coli Lon protease, fluorescence polarization | inhibition, % at 7.94 µM | actives 0.42% (n = 360,000); in the data active means inhibition above about 13%, passing the limit was not always enough;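 further: 0% = enzyme with probe and DMSO and 100% = no enzyme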
FAS-TE inh: inhibitors of human fatty acid synthase thioesterase domain; inhibition, % at 15 µM; recombinant FAS-TE, OMFH fluorogenic substrate, fluorescence endpoint; AID 602261; actives 0.67% (n = 360,000);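 active means compounds whose normalised, plate-corrected inhibition of enzyme fluorescence in the single-dose primary screen is 50% or more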;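 further: 0% = DMSO with enzyme and 100% = substrate without enzyme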
* marks the source's active call; other numbers are inactive results; i = inactive; nt = not tested or not shown.

#1 COc1ccccc1CCCNC(=O)C1CCC(=O)N(CCCN2CCCC2=O)C1 (centres undefined)
#2 Cc1ccc(NC(=O)NCCCN2CCCC2=O)c(C)c1
#3 O=C(COC(=O)/C=C/c1ccc([N+](=O)[O-])cc1)Nc1ccc2[nH]c(=O)[nH]c2c1
#4 O=C(CSc1nnc2ccccn12)Nc1cccc(-c2nc3ccccc3s2)c1
#5 Cc1cccc(NC(=O)CSc2ccc(-c3ccco3)nn2)c1
#6 COc1cccc(NC(=O)Nc2ccccc2Br)c1
#7 COc1ccc(-c2nn(-c3ccccc3)cc2C=O)cc1[N+](=O)[O-]
#8 CCOC(=O)c1c(=O)n(O)c2ccc(C)cc2[n+]1[O-]
#9 CC1CN(C(=O)COC(=O)c2ccc3ncsc3c2)CC(C)O1 (centres undefined)
#10 Cc1cc(C(=O)c2ccc(Cl)cc2)c(NC(=O)CCl)s1

compound no.,1,2,3,4,5,6,7,8,9,10
MsrA inh,3.1,-0.9,-0.3,-1.0,-0.1,-1.2,-1.2,0.0,2.0,0.1
Neddyl block,i,i,i,i,i,i,i,i,i,i
CendR NRP1 mod,1,1,-5,-16,8,-2,12,7,-1,-4
Rin1 Abl inh,1,3,0,-3,-2,0,-2,2,3,1
MT1-MMP act inh,0,-5,-1,4,2,0,7,-3,-4,-9
SKN-1 inh,-5,-9,12,6,3,8,-14,-28,8,10
MsrA act,-1,-1,-4,-2,-4,-3,-2,-1,-6,-5
E coli Lon inh,-2,-16,-4,-2,0,-4,-15,6,0,6
FAS-TE inh,-2,-6,-1,-3,-7,5,6,-14,-6,22

Full records, quoted from the list. Values in the order: MsrA inh, Neddyl block, CendR NRP1 mod, Rin1 Abl inh, MT1-MMP act inh, SKN-1 inh, MsrA act, E coli Lon inh, FAS-TE inh
Cc1cccc(NC(=O)CSc2ccc(-c3ccco3)nn2)c1 as listed: -0.1, i, 8, -2, 2, 3, -4, 0, -7
Cc1cc(C(=O)c2ccc(Cl)cc2)c(NC(=O)CCl)s1 as listed: 0.1, i, -4, 1, -9, 10, -5, 6, 22

The listing continues.
#11 O=C(c1ccccc1C(F)(F)F)N1CCN(S(=O)(=O)c2ccccc2)CC1
#12 CC(=O)Nc1cccc(N(C)C)c1
#13 COc1ccc(S(=O)(=O)Nc2cc(C(C)C)c(O)cc2C)cc1
#14 CCOC(=O)c1ccc(NC(=O)Nn2cnnc2)cc1
#15 COc1ccccc1CN1CCCC(C(=O)N2CCCCC2)C1 (centres undefined)
#16 Cc1cccc(NC(=S)/N=C(\N)Nc2nc(C)c3ccccc3n2)c1
#17 Cc1ccc(CN2CCN(Cc3ccc4c(c3)OCCO4)CC2CCO)cc1 (centres undefined)
#18 Cc1c(O)cnc2nn(-c3ccccc3)c(=N)n12
#19 O=[N+]([O-])c1ccccc1Oc1ncccc1[N+](=O)[O-]
#20 CC(=O)Nc1ccc2c(c1)-c1ccc(F)cc1C2

compound no.,11,12,13,14,15,16,17,18,19,20
MsrA inh,-0.4,2.2,1.2,-0.4,-0.6,1.1,1.0,1.8,0.1,-0.3
Neddyl block,i,i,i,i,i,i,i,nt,i,i
CendR NRP1 mod,6,-10,12,0,-17,-9,-16,13,8,17
Rin1 Abl inh,-2,-1,5,1,-1,4,-1,1,1,2
MT1-MMP act inh,5,-1,-9,1,2,-2,13,-4,4,2
SKN-1 inh,-1,5,-2,14,10,1,15,6,-5,18
MsrA act,-2,-11,2,-3,-1,-1,-2,-4,-2,-1
E coli Lon inh,11,14,-3,-6,23,-6,0,-33,0,-1
FAS-TE inh,-5,-10,1,-4,0,59*,-5,-3,0,-3

#21 COc1cc(/C=C(/C#N)C(=O)Nc2ccc(Cl)cc2)ccc1Oc1nc(Cl)ncc1F
#22 CCN(CC(=O)Nc1c(F)cccc1F)C(=O)c1cccc(S(=O)(=O)NCc2ccccc2)c1
#23 COc1ccc(-n2c(SCC(=O)NCc3ccco3)nc3sc4c(c3c2=O)CCN(C)C4)cc1
#24 COc1c(C(=O)Nc2ccc(Br)cn2)ccc2ccccc12
#25 O=C(NC1CCCCC1)C1CCN(C(=O)c2ccc(-c3ccccc3)cc2)CC1
#26 CC[C@]12c3[nH]c4ccc(Cl)cc4c3CCN1C(=O)[C@@H](CC(=O)NCCc1ccccn1)C[C@@H]2C(=O)N1CCN(C(=O)C2CC2)CC1
#27 CCOC(=O)N1CCC(NC(=O)Cn2ncc3c4ccccc4n(C)c3c2=O)CC1
#28 Cc1cccc(C)c1NC(=O)C[n+]1cc(-c2ccccc2)n2c1CCC2
#29 O=C(Nc1ccccn1)c1cc2ccccc2o1
#30 CCOC(=O)c1ccc(N2CCN(C(C)=O)CC2)c(NC(=O)c2cccnc2)c1

compound no.,21,22,23,24,25,26,27,28,29,30
MsrA inh,2.1,1.5,2.8,-0.2,-1.5,0.9,-0.1,-0.9,1.6,-0.6
Neddyl block,i,i,i,i,i,i,i,i,i,i
CendR NRP1 mod,7,4,-39,2,3,-5,5,5,4,7
Rin1 Abl inh,-3,5,-2,2,7,0,-1,-1,-2,-2
MT1-MMP act inh,1,14,-13,-1,-2,-1,1,1,3,1
SKN-1 inh,13,-5,7,-4,9,4,3,17,16,-14
MsrA act,-2,-11,-5,-3,-5,-1,3,-2,-11,-15
E coli Lon inh,-4,2,-15,-3,3,-11,-3,2,-1,-9
FAS-TE inh,2,-8,-5,16,-4,-2,-8,-10,-7,-3

#31 COc1ccc(/C=C2/C(=O)OCc3cc(OC)c(OC)cc32)cc1
#32 CN1CCC(N(C)C(=O)/C(C#N)=C/c2ccccc2)CC1
#33 CC(=O)COc1ccc2c3c(c(=O)oc2c1)CCCC3
#34 COc1ccc(NC(=O)C2CCN(S(=O)(=O)c3ccc4c(c3)CC(C)N4C(C)=O)CC2)c(OC)c1 (centres undefined)
#35 CCOC(=O)C1=C(Nc2ccc(Br)cc2)CC(C)(O)C(C(=O)OCC)C1c1ccccc1 (centres undefined)
#36 CCCc1cc(=O)[nH]c2nnc(SCC(=O)Nc3nnc(SCC)s3)n12
#37 Cn1cc(Cl)c(C(=O)NNC(=S)Nc2cccc(Cl)c2)n1
#38 COc1ccc(C2CC(c3ccc(F)cc3)n3nc(NS(C)(=O)=O)nc3N2)cc1 (centres undefined)
#39 O=C(COc1ccc2ccccc2c1)NNC(=O)C(=O)Nc1ccccc1
#40 O=C(Cn1cc[n+](CC(=O)c2ccccc2)c1)c1ccccc1

compound no.,31,32,33,34,35,36,37,38,39,40
MsrA inh,2.4,-0.2,1.9,1.0,-1.2,-0.4,0.3,-1.7,2.1,-2.3
Neddyl block,i,i,nt,i,i,i,i,i,i,i
CendR NRP1 mod,-6,7,2,14,7,0,-2,1,2,4
Rin1 Abl inh,0,3,-2,6,1,0,-3,-1,1,-4
MT1-MMP act inh,-6,-5,2,3,-1,1,6,-2,-1,7
SKN-1 inh,6,6,-5,-1,-3,23,-5,-8,-13,-7
MsrA act,-4,1,-3,-3,-1,-4,-1,-6,-5,-4
E coli Lon inh,-11,10,-7,-4,1,4,4,0,9,-8
FAS-TE inh,-5,-2,-3,-2,1,-10,-7,-3,0,-7

Structural class: those above with a nitro group on carbon (3)
#3 O=C(COC(=O)/C=C/c1ccc([N+](=O)[O-])cc1)Nc1ccc2[nH]c(=O)[nH]c2c1
#7 COc1ccc(-c2nn(-c3ccccc3)cc2C=O)cc1[N+](=O)[O-]
#19 O=[N+]([O-])c1ccccc1Oc1ncccc1[N+](=O)[O-]

compound no.,3,7,19
MsrA inh,-0.3,-1.2,0.1
Neddyl block,i,i,i
CendR NRP1 mod,-5,12,8
Rin1 Abl inh,0,-2,1
MT1-MMP act inh,-1,7,4
SKN-1 inh,12,-14,-5
MsrA act,-4,-2,-2
E coli Lon inh,-4,-15,0
FAS-TE inh,-1,6,0

(more compounds)
#41 COc1cc(NC(=S)Nc2ccc3c(c2)OCCO3)cc(OC)c1OC
#42 CCOC(=O)c1sc2nc(CSc3ccccc3)nc(NCCN(C)C)c2c1C
#43 COc1c(C)cc(S(=O)(=O)N2CCOCC2)c(C)c1C
#44 COc1ccc(-c2csc(/N=C/N(C)C)n2)cc1OC
#45 Cc1ccc(N2CCN(CCCN3C(=O)C4CCCN4C3=O)CC2)cc1 (centres undefined)
#46 COc1ccc(NC(=O)/C=C/c2ccc3c(c2)OCO3)cc1
#47 Cc1nc(SCc2nc3ccc([N+](=O)[O-])cc3[nH]2)c2oc3ccccc3c2n1
#48 COc1cc(NS(=O)(=O)c2ccc(C)cc2C)cc(OC)c1OC
#49 OC(CN1C2=NCCN2c2ccccc21)c1ccccc1 (centres undefined)
#50 Cc1ccc(C(=O)NCc2cccnc2)cc1S(=O)(=O)Nc1ccccc1

compound no.,41,42,43,44,45,46,47,48,49,50
MsrA inh,-1.1,-0.2,-0.4,-1.1,0.6,4.2,1.3,-1.1,1.5,-0.9
Neddyl block,i,i,i,i,i,i,i,i,i,i
CendR NRP1 mod,-16,-18,-11,7,16,8,1,-2,-16,10
Rin1 Abl inh,-1,1,2,-5,4,0,0,3,-1,3
MT1-MMP act inh,3,-6,-1,2,8,3,14,1,-6,1
SKN-1 inh,-9,0,-7,-6,3,-4,11,1,10,9
MsrA act,-3,0,-3,-4,-3,-5,-11,4,-2,-1
E coli Lon inh,0,5,4,-8,-5,1,3,0,10,0
FAS-TE inh,4,2,1,-3,-7,-11,20,-2,-8,0

#51 C/C=C\C=C/C(=O)Nc1cccc(C2=NOC3(C2)C[C@@H](C(N)=O)N(C(=O)/C=C/C=C\C)C3)c1 (some centres undefined)
#52 Cc1cccc(C(=O)N[C@H](C(=O)Nc2ccc(C)c(S(=O)(=O)N(C)C)c2)C(C)C)c1
#53 CC[C@H](C)[C@@H](C(=O)N1CCNCC1)n1cc([C@@H](N)Cc2ccc(O)cc2)nn1
#54 COC(=O)c1ccc(-c2ccco2)n1Cc1cc(C)ccc1C
#55 CCCOc1cccc(C2C(C(=O)c3ccco3)=C(O)C(=O)N2CCN(CC)CC)c1 (centres undefined)
#56 CCN1CCN(c2cc(C)nc(-c3ccccc3O)n2)CC1
#57 CCOC(=O)c1c(NC(=O)C2(C)Cc3ccccc3C(=O)O2)sc2c1CCCC2 (centres undefined)
#58 CC(C)OC(=O)CC1C(=O)NCCN1C(=S)NC(=O)c1ccccc1Cl (centres undefined)
#59 O=C(CSC1=NCCS1)Nc1ccc(F)cc1
#60 CCOC(=O)N1CCN(c2nc(-c3ccc(OC)cc3)no2)CC1
#61 CN1CCN(c2ccc(NC(=O)c3ccc(Oc4ccccc4)cc3)cc2)CC1
#62 Cc1ccc2c(c1)c1c(n2CC(O)CN2CCCCC2C)CCCC1 (centres undefined)
#63 Cc1c(C(=O)N2CCN(c3ccccc3)CC2)sc2nc3n(c(=O)c12)CCC3

compound no.,51,52,53,54,55,56,57,58,59,60,61,62,63
MsrA inh,nt,2.4,0.4,2.4,1.7,1.5,3.0,-0.6,-0.3,-0.6,-0.8,0.1,-0.3
Neddyl block,i,i,i,i,i,i,i,i,i,i,i,i,i
CendR NRP1 mod,-85,13,18,-4,-5,-18,6,2,-2,0,-23,6,18
Rin1 Abl inh,2,1,-2,3,0,-2,0,0,0,-1,2,-2,2
MT1-MMP act inh,1,-3,3,-1,-1,-5,-14,2,6,-1,5,2,2
SKN-1 inh,-11,6,-10,6,-3,-3,8,4,10,7,37*,-10,11
MsrA act,-4,-3,-4,-7,0,1,-4,-11,0,-6,-1,0,-1
E coli Lon inh,-21,8,-6,-12,-11,-2,-11,-4,6,1,0,0,-4
FAS-TE inh,-7,-2,-14,23,-2,-1,17,-5,-5,-2,-2,-9,0
